HBB splicing – alters splicing of the hemoglobin beta chain. hit rate 0.06% among 65,000. HBB splicing reporter cell assay, activation; EGFP reporter with mutant IVS2-654 intron; response scale: normalised to 500 nM splice-correcting PNA. AID 925. Potency, µM (highest dose often 46.1 µM), inactives show at the highest dose activation, actives largely listed as activators; also: potency is read from the fitted curve at half-maximal effect; 0% is about no effect
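Compounds were applied for 2 days to HeLa EGFP-654 cells, 500/well in Optimem with 2% FCS. The reporter's EGFP is disrupted by mis-splicing of beta-globin intron IVS2-654. Readout: summed well GFP fluorescence from 488 nm laser scanning; reference was 500 nM antisense […] 654 PNA.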
Luciferase inh – inhibitors of firefly luciferase; purified firefly luciferase, luminescence, 8 min; Potency, µM (titrated, usually from 57.1 µM), for inactives: top-dose activity change, negative = inhibition, usual class: inhibitors; hit rate 2.2% among 72,000; AID 411; also: potency is read from the fitted curve at half-maximal effect; % is scaled to controls: 0 for no effect and ±100 for the full control effect; nearly all actives have a fitted effect of over 40% in size
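qHTS concentration-response profiling: light output of P. pyralis luciferase with luciferin and 10 uM ATP, imidazole buffer pH 7.2. Read by luminescence after 8-min room-temperature incubation.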
Hsp90 Hop PPI – changes Hsp90-Hop TPR2A binding signal, up or down. hit rate 0.44% among 71,000. Potency, µM (series often up to 57 µM), without a hit: at the highest dose activity change, negative = inhibition. AlphaScreen TPR2A-His6 binding biotin-Hsp90 C-terminal peptide. AID 595; active = well fitted curve in either direction with a large enough effect; inconclusive = small, poorly fitted or top-dose-only effect, or another doubt; also: potency is read from the fitted curve at half-maximal effect; % is scaled to controls: 0 for no effect and ±100 for the full control effect; many of its hits are not listed in these tables
Rhodamine fluor – rhodamine region autofluorescence. Rhodamine-region fluorescence, 547/598 nm, Tris buffer; stronger effect = higher value. max dye-equivalent concentration, M. hit rate 0.05% among 59,000. AID 594; in the data active = max dye-equivalent concentration above about 11 nM; inconclusive = between about 1.1 nM and that limit
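Compound fluorescence in 100 mM Tris, pH 8.0, read after 15 min at room temperature with 547 nm excitation and 598 nm emission. Output is dye-equivalent concentration from an on-plate rhodamine standard series.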
DNA Pol III inh – blocks replication by bacterial DNA polymerase III holoenzyme; reconstituted DNA polymerase III holoenzyme replication, biochemical; hit rate 0.25% among 71,000; Potency, µM (top dose mostly 57.1 µM), for the others: top-dose activity change, negative = inhibition; also: potency is read from the fitted curve at half-maximal effect; % is scaled to controls: 0 for no effect and ±100 for the full control effect
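Reconstituted *E. coli* holoenzyme (0.35 nM Pol III, 1 nM beta, 154 nM SSB, 2 nM primase) was preincubated with compound for 15 min at RT. Synthesis on 1.4 nM ssM13Gori ran 35 min, then was stopped with PicoGreen/EDTA and read as dsDNA fluorescence.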
TexasRed autofl – compounds fluorescent in Texas Red spectral region; Compound fluorescence, Texas Red channel, 547/618 nm; stronger effect = higher value; max dye-equivalent concentration, M; hit rate 0.06% among 59,000; in the data active = max dye-equivalent concentration above about 10 nM; inconclusive = between about 1.1 nM and that limit
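Texas Red-region profiling: compounds in 100 mM Tris pH 8.0 were read at 547/618 nm after 15 min at room temperature. Intensities were normalized against a six-point Texas Red standard series to give dye-equivalent concentration.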
ALOX15 inhib – blocks human 15-lipoxygenase activity | P16050 | purified 15hLO-1, xylenol orange hydroperoxide absorbance | Potency, µM (series often up to 57.1 µM), for inactives: top-dose activity change, negative = inhibition, actives largely listed as inhibitors | hit rate 1.4% among 74,000; also: potency is read from the fitted curve at half-maximal effect; % is scaled to controls: 0 for no effect and ±100 for the full control effect; nearly all actives have a fitted effect of over 55% in size
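Hydroperoxide formed from arachidonic acid (50 uM) by purified human 15hLO-1 (40 nM) oxidizes ferrous iron, and the ferric-xylenol orange complex is read at 573 versus 405 nm. Compounds were preincubated 15 min; reaction ran 6 min at room temperature.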
ERK AVP block – blocks ERK signaling stimulated by vasopressin. Potency, µM (top dose mostly 57.5 µM), for inactives: at the top dose activity, negative = inhibition, usual class: inhibitors. HEK293-V1b, vasopressin-stimulated pERK AlphaScreen. hit rate 0.99% among 72,000; also: potency is read from the fitted curve at half-maximal effect; % is scaled to controls: 0 for no effect and ±100 for the full control effect; nearly all actives have a fitted effect of over 55% in size
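Overnight-seeded V1b-HEK293 cells in 1% FBS got compound, then vasopressin (25 nM final, 5 min, 37C), then lysis buffer. AlphaScreen detection of phospho-ERK; activity normalized to basal and full-stimulation controls.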
Tau filament bind – tau filament binding; P10636; recombinant tau filaments, thioflavin S fluorescence, 15 h; filaments grown with octadecylsulfate alongside compound; Potency, µM (series often up to 57.1 µM), inactives show at the highest dose activity change, negative = inhibition; hit rate 2% among 71,000; AID 596;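 also: potency is read from the fitted curve at half-maximal effect; % is scaled to controls: 0 for no effect and ±100 for the full control effect; actives lower thioflavin S fluorescence by blocking filaments or displacing dye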
Target sequence (P10636 whole entry, looked up): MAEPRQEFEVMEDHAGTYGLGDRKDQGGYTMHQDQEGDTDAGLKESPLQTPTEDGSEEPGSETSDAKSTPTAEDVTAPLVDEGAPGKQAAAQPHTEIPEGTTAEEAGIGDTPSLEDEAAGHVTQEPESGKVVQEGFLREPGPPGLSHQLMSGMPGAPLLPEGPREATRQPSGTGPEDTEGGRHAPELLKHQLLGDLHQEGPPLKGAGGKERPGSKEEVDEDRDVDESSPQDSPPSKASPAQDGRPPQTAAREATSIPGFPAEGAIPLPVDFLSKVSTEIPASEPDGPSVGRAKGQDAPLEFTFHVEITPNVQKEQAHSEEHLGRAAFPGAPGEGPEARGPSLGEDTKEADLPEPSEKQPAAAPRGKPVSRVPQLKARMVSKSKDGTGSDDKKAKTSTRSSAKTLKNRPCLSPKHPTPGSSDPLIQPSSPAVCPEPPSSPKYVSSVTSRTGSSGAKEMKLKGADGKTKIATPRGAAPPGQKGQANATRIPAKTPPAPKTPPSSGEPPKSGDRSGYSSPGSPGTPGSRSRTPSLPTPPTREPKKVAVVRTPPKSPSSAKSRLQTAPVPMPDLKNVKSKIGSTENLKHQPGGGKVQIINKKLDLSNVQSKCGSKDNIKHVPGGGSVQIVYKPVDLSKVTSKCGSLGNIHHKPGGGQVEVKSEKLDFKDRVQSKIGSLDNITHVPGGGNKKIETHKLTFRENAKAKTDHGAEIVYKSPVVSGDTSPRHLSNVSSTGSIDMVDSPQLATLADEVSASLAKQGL
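Assay mix: 1 uM His-tagged tau, 30 uM sodium octadecylsulfate, thioflavine S dye in HEPES/NaCl/DTT buffer. Compound is added prior to the inducer. Fluorescence after 15 h at 37 C.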
HADH2 inh – blocks human hydroxyacyl-CoA dehydrogenase type II. Q99714. recombinant HADH2, NADH fluorescence, beta-hydroxybutyryl-CoA. Potency, µM (doses to about 57.1 µM), for inactives: at the highest dose activity change, negative = inhibition, usual class: inhibitors. hit rate 3.4% among 73,000. AID 886; also: potency is read from the fitted curve at half-maximal effect; % is scaled to controls: 0 for no effect and ±100 for the full control effect; nearly all actives have a fitted effect of over 60% in size; many of its hits are not listed in these tables
Target sequence (Q99714 whole entry, looked up, one chain of several): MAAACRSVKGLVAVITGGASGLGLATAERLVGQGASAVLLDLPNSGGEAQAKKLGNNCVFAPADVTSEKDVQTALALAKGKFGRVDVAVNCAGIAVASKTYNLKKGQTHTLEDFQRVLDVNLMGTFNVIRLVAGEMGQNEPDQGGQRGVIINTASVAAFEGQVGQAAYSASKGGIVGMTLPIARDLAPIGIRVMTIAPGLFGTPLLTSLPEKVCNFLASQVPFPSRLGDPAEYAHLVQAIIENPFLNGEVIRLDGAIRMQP
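Buffer 100 mM Tris-HCl pH 9.0/0.01% Tween-20; HADH2 20 nM; NAD+ 1 mM; beta-hydroxybutyryl-CoA 90 uM (all final). 15 min cpd preincubation, RT.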
CRE Fsk mod – alters forskolin-stimulated CRE reporter signaling in CHO cells. AID 662. CHO CRE-bla reporter (cAMP response element driving beta-lactamase), forskolin EC10, beta-lactamase ratio. Potency, µM (top dose mostly 38.2 µM), inactives show top-dose activity change, negative = inhibition, most hits filed as activators. hit rate 2.5% among 71,000; active = well fitted activation curve with a large enough effect in the signal ratio, with a control signal flat, not every such curve was filed as active; inconclusive = small, poorly fitted or top-dose-only effect, or effect the other way, or a change in a side signal; the % refers to the signal ratio; also: potency is read from the fitted curve at half-maximal effect; % of control where 0% means no effect
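Modulation of forskolin signalling: compounds in titration series added with EC10 NKH 477 to CHO cells carrying a CRE-driven beta-lactamase reporter, 3 h, 37C. CCF4 FRET ratio (460/530 nm, ex 405 nm) gives %activity and AC50.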
Starred values were filed as active, the others as inactive; i = inactive; ? = inconclusive; nt = not tested or not shown; & = joins results of further samples; [ ] = dose if it differs, or a comment. Unless noted, calls follow the shape of the dose curve; as a rule, active = well fitted curve in the direction sought with a large enough effect; inconclusive = small, poorly fitted or top-dose-only effect, or another doubt; inactive = no such curve, though single readings can be large; an effect the other way counts as inactive or inconclusive. These rows are one share of the data, so the mix of outcomes need not match the whole.

SMILES	HBB splicing	Luciferase inh	Hsp90 Hop PPI	Rhodamine fluor	DNA Pol III inh	TexasRed autofl	ALOX15 inhib	ERK AVP block	Tau filament bind	HADH2 inh	CRE Fsk mod
O=S(=O)(NCc1ccccn1)c1ccc(F)cc1	-0.8%	1%	-3%	nt	-5%	nt	-2%	-15%	16%	9%	-4%
Cn1c(SCC(=O)NCc2ccc(F)cc2)nc2ccccc21	2.4%[57.5 µM]	-4%	3%	i	-2%	?	10%	-7%	-6%	-11%	-10%
c1ccn2c(SCc3cn4ccsc4n3)nnc2c1	-1.7%	-2%	-6%	i	-3%	i	-7%	-29%	57%	-14%	?
CC(=O)Nc1ccc2c(c1)C(=O)N(C1CCCCC1)C2=O	0.3%	1%	-4%	i	0%	i	-5%	-15%	-8%	?	-4%
CC(C)CC(=O)Nc1ccccc1N1CCN(C(=O)c2ccccc2)CC1	-0.3%	0%	-5%	i	-4%	i	8%	2%	9%	9%	-6%
C=CCn1c(=O)c2ccccc2n2c(SCC(=O)N3CCCc4ccccc43)nnc12	-0.1%[57.5 µM]	-1%	-6%	i	-2%	?	-27%	-3%	-2%	-1%	9%
CCOC(=O)N1CCc2c(sc3c2C(=O)NC(c2ccc(-c4ccc(Cl)cc4)o2)N3)C1 (stereo not given)	-0.7%	-2%	0%	i	6%	i	-2%	-2%	0.63µM*	4%	7%
CCC(NC(=O)Cn1cnc2c(=O)n(C)c(=O)n(C)c21)c1ccccc1 (stereo not given)	-0.1%	1%	1%	i	-1%	i	4%	-11%	4%	10%	0%
CCn1c(=O)c(C(=O)NCCc2ccccc2)c(O)c2ccccc21	0.8%	?	?	i	3%	?	?	122%[activator]	12%	-5%	?
COc1nc(N2CCCC2)nc(-n2cc(-c3ccccc3)nn2)n1	-0.2%	-1%	-7%	i	2%	i	3%	-7%	6%	9%	11%
Cn1c(CNc2ccccc2)cc(=O)n(C)c1=O	-1.7%	3%	-4%	nt	2%	nt	5%	1%	-1%	5%	-3%
O=C(NC1(C(F)(F)F)NC(=O)N(C2CCCC2)C1=O)C1CC1 (stereo not given)	1.5%	1%	-1%	i	-4%	i	9%	-3%	1%	0%	?
CCCCn1c(=NC(=O)c2cccnc2)c(C(=O)OCC)cc2c(=O)n3ccccc3nc21	-2.0%	5%	-6%	i	1%	i	-5%	18%	166%	16µM*	?
CCC(=O)N1CCc2cc(S(=O)(=O)NCCC(=O)Nc3cc(C)cc(C)c3)ccc21	-0.5%	-2%	5%	i	-6%	i	-2%	-3%	6%	9%	-17%
O=C(NCCc1ccccc1)C1CCN(S(=O)(=O)c2ccc(-c3nn[nH]n3)cc2)CC1	nt	2%	-2%	i	-8%	i	-5%	-7%	1%	16%	-2%
O=C(CCN1CCN(Cc2ccccc2)CC1)Nc1cccc(Cl)c1	nt	0%	0%	i	2%	i	-1%	-4%	-13%	19%	-17%
CN1C(=O)C2(Nc3ccccc3-c3nc4ccccc4n32)c2ccccc21 (stereo not given)	2.9%	-4%	-5%	i	-5%	i	-17%	-15%	21%	5%	-17%
COc1ccc(OC)c(-c2cc(C(=O)Nc3cc(C)on3)no2)c1	-2.4%	5%	-2%	i	-4%	i	-9%	?	33%	25µM*	8%
C=CCNC(N)=S	-0.1%	nt	-1%	nt	-4%	nt	-6%	-1%	-11%	-26%	-9%
COc1ccc(N2C(=O)CC(Sc3ncn[nH]3)C2=O)c(OC)c1 (stereo not given)	-5.5%[0.0738 µM]	-1%	-7%[11 µM]	nt	5%[11.4 µM]	nt	-16%[11.4 µM]	25%	4%[11.4 µM]	7%[11.4 µM]	?

Structures above that have an aryl thioether with sulfur outside any ring:
SMILES	HBB splicing	Luciferase inh	Hsp90 Hop PPI	Rhodamine fluor	DNA Pol III inh	TexasRed autofl	ALOX15 inhib	ERK AVP block	Tau filament bind	HADH2 inh	CRE Fsk mod
Cn1c(SCC(=O)NCc2ccc(F)cc2)nc2ccccc21	2.4%[57.5 µM]	-4%	3%	i	-2%	?	10%	-7%	-6%	-11%	-10%
c1ccn2c(SCc3cn4ccsc4n3)nnc2c1	-1.7%	-2%	-6%	i	-3%	i	-7%	-29%	57%	-14%	?
C=CCn1c(=O)c2ccccc2n2c(SCC(=O)N3CCCc4ccccc43)nnc12	-0.1%[57.5 µM]	-1%	-6%	i	-2%	?	-27%	-3%	-2%	-1%	9%
COc1ccc(N2C(=O)CC(Sc3ncn[nH]3)C2=O)c(OC)c1 (stereo not given)	-5.5%[0.0738 µM]	-1%	-7%[11 µM]	nt	5%[11.4 µM]	nt	-16%[11.4 µM]	25%	4%[11.4 µM]	7%[11.4 µM]	?

Random excerpt: 3 compounds from above
SMILES	HBB splicing	Luciferase inh	Hsp90 Hop PPI	Rhodamine fluor	DNA Pol III inh	TexasRed autofl	ALOX15 inhib	ERK AVP block	Tau filament bind	HADH2 inh	CRE Fsk mod
C=CCn1c(=O)c2ccccc2n2c(SCC(=O)N3CCCc4ccccc43)nnc12	-0.1%[57.5 µM]	-1%	-6%	i	-2%	?	-27%	-3%	-2%	-1%	9%
COc1nc(N2CCCC2)nc(-n2cc(-c3ccccc3)nn2)n1	-0.2%	-1%	-7%	i	2%	i	3%	-7%	6%	9%	11%
CC(C)CC(=O)Nc1ccccc1N1CCN(C(=O)c2ccccc2)CC1	-0.3%	0%	-5%	i	-4%	i	8%	2%	9%	9%	-6%

The results go on.
SMILES	HBB splicing	Luciferase inh	Hsp90 Hop PPI	Rhodamine fluor	DNA Pol III inh	TexasRed autofl	ALOX15 inhib	ERK AVP block	Tau filament bind	HADH2 inh	CRE Fsk mod
CCc1nccn1S(=O)(=O)c1ccc2ccc(C)cc2c1	-3.8%	3%	1%	i	-3%	i	-7%	18%	0%	-7%	-9%
O=C(CCc1ccccc1)Nc1c(F)c(F)c(F)c(F)c1F	0.4%[9.22 µM]	1%	14%	nt	-20%	nt	17%	19%	-6%	13%	2%
O=C(CSCC(=O)Nc1nccs1)Nc1ccccc1	nt	1%	2%	i	-2%	i	7%	-14%	2%	-10%	1%
O=C(O)c1c2c(nc3ccc(S(=O)(=O)N4CCC(C(=O)N5CCCCC5)CC4)cc13)CCCC2	0.6%	0%	0%	nt	-1%	nt	-13%	-21%	0%	-17%	-10%
CNC(=O)CN(c1cccc(Br)c1)S(C)(=O)=O	0.6%	2%	-1%	i	-6%	i	10%	-5%	-14%	2%	-2%
CCOc1ccc(S(=O)(=O)NCc2ccco2)c2ccccc12	-0.4%[9.22 µM]	1%	-4%	nt	-12%	nt	?	-15%	7%	-9%	8%
O=C(NCc1ccco1)C(Cc1ccccc1)N1C(=O)C2C3C=CC(C3)C2C1=O (stereo not given)	0.4%[57.5 µM]	3%	-4%	i	?	i	3%	?	-3%	13%	?
Clc1cc(Cl)c(OCc2nc(-c3ccccn3)no2)cc1Cl	0.4%	13µM*	-7%	i	-2%	i	-22%	5%	221%	?	?
C/C(CCN1CCCc2nc(C)c(C)cc21)=N\O[C@@H](C)c1cn([C@H](CO)Cc2ccccc2)nn1	2.4%&1.1%[9.22 µM]	-1%&0%[11.4 µM]	nt	nt	nt	nt	7%[11.4 µM]	23%&12%[11.5 µM]	nt	10%&-11%[11.4 µM]	nt
CCC(=O)N1CCN(c2ccccc2NC(=O)COc2cc(C)ccc2C(C)C)CC1	-3.4%	-1%	-4%	i	0%	i	-19%	-9%	10%	-8%	?
CC(C)CCOc1ccc(C(=O)NCCC(=O)N2CCOCC2)cc1	3.4%	0%	-1%	i	4%	i	5%	15%	-14%	13%	7%
CN1CCN(C(=O)CN(c2cccc(Cl)c2)S(=O)(=O)c2ccccc2)CC1	0.4%[57.5 µM]	6%	0%	i	5%	i	-12%	-1%	3%	32%[activator]	-10%
CC(C)CNC(=O)NC1C(NC(=O)NCC(C)C)N(C)C(=O)N1C (stereo not given)	-1.2%	5µM*	-1%	i	-4%	i	2%	-5%	1%	11%	5%
COc1ccc(-c2ccc(-c3noc(C)n3)c(OC)n2)cc1	-0.7%[57.5 µM]	-6%	1%	i	2%	i	-15%	-9%	38%	?	7%
CCOC(=O)C(NC(=O)Nc1cccc(C)n1)(OCC(F)(F)F)C(F)(F)F (stereo not given)	-1.4%	0%	2%	i	0%	i	-9%	2%	0%	-24%	25%
COCCCN(C(=O)c1ccco1)c1nc(-c2cc(OC)ccc2OC)cs1	nt	2%	-6%	i	1%	i	-6%	8%	3%	27%	?

Bioassay records: PubChem, National Center for Advancing Translational Sciences (NCATS)
